Screening data (PubChem)
procasp7 counter: activates human procaspase-7, counter-screen for procaspase-3 activators | P55210 | recombinant procaspase-7, Ac-DEVD-pNA absorbance 405 nm; D23A/D198A/D206A triple mutant, cannot self-cleave; scale: DMSO 0, 5 µM enzyme 100 | activation, % at 8.5 µM | 330,000 compounds, 0.093% hits;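 active = percent activation above the screen-wide mean plus 3 SD, cut at about 25% in these data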
Target sequence (P55210 whole entry D23A/D198A/D206A): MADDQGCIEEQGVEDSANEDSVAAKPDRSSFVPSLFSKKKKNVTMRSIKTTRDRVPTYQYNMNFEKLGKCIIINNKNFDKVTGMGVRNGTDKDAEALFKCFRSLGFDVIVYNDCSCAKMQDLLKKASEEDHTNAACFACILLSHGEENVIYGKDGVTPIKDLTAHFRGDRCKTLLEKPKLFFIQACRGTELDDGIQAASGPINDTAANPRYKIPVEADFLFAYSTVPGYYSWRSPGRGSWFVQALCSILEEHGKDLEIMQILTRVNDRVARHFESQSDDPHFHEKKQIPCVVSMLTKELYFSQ
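System: Uncleavable procaspase-7 mutant enzyme; Amount: 2 µM procaspase-7 mutant as dispensed; Schedule: 1 h compound preincubation, 2 h substrate cleavage, 25 °C; Measured by: 405 nm absorbance of p-nitroaniline; Evaluation: percent activation from buffer-corrected 0–120 min absorbance change; Control set: low DMSO alone, high DMSO plus 5 µM PC-7.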
proCasp3 act: activates human procaspase-3 | recombinant procaspase-3 D3A, Ac-DEVD-pNA absorbance 405 nm | activation, % at 8.5 µM | 330,000 compounds, 0.11% hits | AID 463141;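 active = activation above the mean of all tested compounds plus 3 SD, cut at about 21% in these data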;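 note: 0% = DMSO alone and 100% = DMSO wells spiked with extra 5 µM PC-3 D3A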
Target sequence (P42574 whole entry D9A/D28A/D175A): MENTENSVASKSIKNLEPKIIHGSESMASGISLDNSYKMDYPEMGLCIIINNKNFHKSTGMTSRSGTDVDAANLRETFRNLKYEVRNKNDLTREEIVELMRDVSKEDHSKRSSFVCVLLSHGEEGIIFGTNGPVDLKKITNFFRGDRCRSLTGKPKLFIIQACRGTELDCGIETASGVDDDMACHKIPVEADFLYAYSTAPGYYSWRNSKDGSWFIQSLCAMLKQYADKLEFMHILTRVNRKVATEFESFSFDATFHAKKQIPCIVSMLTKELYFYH
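Assay system: Procaspase-3 D3A mutant, all three cleavage aspartates alanine. Buffer or medium: Zinc-free HEPES saline buffer with Triton X-100. Times: 1 h compound preincubation, 2 h substrate hydrolysis at 25 °C. Measured by: 405 nm absorbance of p-nitroaniline, reads at 0 and 120 min. Read-out basis: percent activation relative to control range. Replicates: singlicate.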
Yeast superoxide: lowers age-related superoxide in aged yeast cells. S. cerevisiae aged cells, superoxide DHE fluorescence; hits give low values. 330,000 compounds, 0.18% hits. AID 2690. superoxide response (% of plate mean), % at 10 µM;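 active = superoxide response under a set limit, about three screen SD below normal, cut at about 65% in these data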;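 note: yeast aged for seven days with compound at 30 °C before DHE staining; 100% = average MFI of all compound-treated wells on the plate with controls excluded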
LAP4-GFP MLPCN: yeast TOR pathway LAP4-GFP modulation | S. cerevisiae LAP4-GFP multiplex, flow cytometry GFP, 3 h; median GFP as percent of DMSO wells | GFP response vs DMSO, % at 10 µM | 320,000 compounds, 0.34% hits;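 active = GFP response vs DMSO above a set limit, about the screen mean plus 3 SD, cut at about 150% in these data; inconclusive = under 70 cell events counted for the yeast strain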
RPL19A TOR yeast: yeast TOR pathway RPL19A-GFP modulation; AID 2025; S. cerevisiae RPL19A-GFP strain, flow cytometry, 3 h; hits give low values; percent response vs DMSO, % at 10 µM; 330,000 compounds, 0.3% hits;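 active = percent response vs DMSO below 50%; inconclusive = fewer than 70 events counted for the yeast strain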;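 note: median channel GFP fluorescence of the barcoded RPL19A-GFP strain; ratio of sample median GFP to plate DMSO average so 100% = DMSO; lower means less RPL19A-GFP as with rapamycin TOR inhibition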
AHR activator: activators of human aryl hydrocarbon receptor; P35869; AHR-responsive luciferase reporter cells, luminescence; activation, % at 5 µM; 320,000 compounds, 2.5% hits; in the data active = activation above about 47%;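 note: 0% = vehicle wells and 100% = reference agonist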
MEP2 TOR yeast: modulators of TOR pathway MEP2-GFP in S. cerevisiae. S. cerevisiae MEP2-GFP strain, flow cytometry GFP, 3 h; 100% = DMSO control level. GFP response vs DMSO, % at 10 µM. 330,000 compounds, 0.51% hits. AID 2016;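 active = GFP response versus DMSO above a set limit, roughly screen mean plus 3 SD, cut at about 180% in these data; inconclusive = fewer than 70 cells counted for a yeast strain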;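 note: median GFP fluorescence of the barcode-gated MEP2-GFP cells per well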
GASC-1 inh: inhibitors of human GASC-1 (JMJD2C) demethylase | Q9H3R0 | GST-JMJD2C(1-420) H3K9me3 demethylation, DELFIA europium | inhibition, % at 2.35 µM | 330,000 compounds, 0.069% hits;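 active = more than half of a compound's replicate wells show inhibition beyond 50%, single wells judged on their own value; inconclusive = some, but no more than half, of replicates pass 50% inhibition; inactive = no replicate passes 50% inhibition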;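 note: signal counts dimethyl H3K9 product captured on neutravidin plate; 0% = median of DMSO wells and 100% = 0.3 times that DMSO median; strong numbers were not always called active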
Target sequence (Q9H3R0 1-420 limits assumed): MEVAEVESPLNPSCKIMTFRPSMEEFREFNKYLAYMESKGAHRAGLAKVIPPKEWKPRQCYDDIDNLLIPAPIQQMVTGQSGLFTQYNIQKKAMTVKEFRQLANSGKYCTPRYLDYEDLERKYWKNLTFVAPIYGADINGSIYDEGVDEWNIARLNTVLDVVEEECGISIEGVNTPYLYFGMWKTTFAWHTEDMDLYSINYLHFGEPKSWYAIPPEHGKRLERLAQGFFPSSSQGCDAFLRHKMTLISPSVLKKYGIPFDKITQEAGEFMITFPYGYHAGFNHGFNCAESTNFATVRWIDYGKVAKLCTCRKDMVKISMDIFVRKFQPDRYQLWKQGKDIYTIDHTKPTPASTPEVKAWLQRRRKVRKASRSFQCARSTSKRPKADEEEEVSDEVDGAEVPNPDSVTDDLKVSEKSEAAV
Active calls of the source: *; u = inconclusive; x = not tested or not shown; & = joins results of further samples.

SMILES	procasp7 counter	proCasp3 act	Yeast superoxide	LAP4-GFP MLPCN	RPL19A TOR yeast	AHR activator	MEP2 TOR yeast	GASC-1 inh
CCCC(C(=O)NCc1ccco1)N(Cc1ccco1)C(=O)CNS(=O)(=O)c1ccccc1 (stereo not drawn)	1	2	114	99	99	-2	106	-2
CCOC(=O)c1ccc(C(=O)NNC(=O)C2CC=CCC2)cc1 (stereo not drawn)	4	1	93	105	110	5	108	-19
CCc1ccc(NC(=S)Nc2cccc(OC)c2)cc1	-9	-2	75	114	98	2	102	7
COc1ccc(C2SCCN2S(=O)(=O)c2ccc(NC(C)=O)cc2)cc1 (stereo not drawn)	1	-2	116	92	92	1	94	11
COC(=O)c1cc(S(=O)(=O)N2CCN(c3cccc(C)c3)C(C)C2)c[nH]1 (stereo not drawn)	3	-2	81	97	100	1	109	7
Cc1ccc(C)c(C(=O)CSc2nc3ccccc3c(=O)[nH]2)c1	-5	1	101	94	95	40	99	3
CC1=C(C(=O)Nc2ccc(Cl)cc2)C(c2cccs2)n2nnnc2N1 (stereo not drawn)	-1	1	93	107	101	6	107	-5
CC(OC(=O)c1cccc(Cl)c1)C(=O)NC1CCCCC1C (stereo not drawn)	13	7	107	91	100	1	99	1
CN(C)C(=O)CSc1nc2ccc(C(=O)c3ccccc3)cc2[nH]1	-10	2	89	91	101	-5	96	u
O=C(COC(=O)c1c(F)cccc1F)Nc1ccc2[nH]c(=O)[nH]c2c1	-9	-4	95	92	107	0	104	-15
Cc1c(C(=O)N(C)Cc2cccc(F)c2)oc2c(Cl)cccc12	-5	-2	104	102	98	-4	99	-8
CCN1C(=O)C(c2ccc(O)cc2)(c2ccc(O)cc2)c2ccccc21	-5	8	98	100	101	1	97	9
COc1cccc(C2C(C(=O)c3ccc(C)o3)=C(O)C(=O)N2CCN2CCOCC2)c1 (stereo not drawn)	-47	-17	89	101	102	9	94	-24
CCCc1cc(=O)oc2c(C)c(OCC(=O)Nc3ccccn3)ccc12	-5	-8	90	94	98	2	99	-2
COc1cccc(CNC(=O)CN2c3cccc4cccc(c34)S2(=O)=O)c1	-6	-11	125	105	101	7	110	-1
CCc1nnc(NC(=O)CSc2nc3[nH]ncc3c(=O)[nH]2)s1	-8	-5	85	90	102	2	102	-20
COc1ccc(OCC(=O)Nc2ccccc2C(=O)N2CCOCC2)cc1	6	0	91	102	101	1	106	17
CN(C)c1ccc(N/C=C/C(=O)c2ccccc2)cc1	-21	-4	85	103	94	11	96	5
Cc1cc(NS(=O)(=O)c2ccc(NC(=O)CNS(=O)(=O)c3ccccc3)cc2)nc(C)n1	0	5	82	84	97	0	90	-2
C#CCOCCOCCOCCNc1nc(N2CCN(C(=O)[C@H]([C@@H](C)CC)n3cc(CCCCN)nn3)CC2)nc(N2CCN(C(=O)[C@H](CCCCN)n3cc(CCCC)nn3)CC2)n1	-3	5	99	113	90	-2	84	x
O=C(NC1CC1)C1=C[C@@H](C2CCCCC2)C[C@@H](OCCCCO)O1	5	3	100	90	96	0	97	4
COc1ccc(NC(=O)CSc2ccccc2)c(OC)c1	-3	9	95	91	95	-1	99	2
O=C1CC(c2c[nH]c3ccccc23)C(=O)N1 (stereo not drawn)	3	3	103	94	97	9	98	-1
Cc1nn(-c2ccccc2)c(Cl)c1/C=N\NC(=O)c1cnccn1	4	6	106	101	102	7	104	7
O=C(NCc1csc(-c2cccs2)n1)C1CC1	15	-4	111	110	98	1	105	-2
C/C(=C\c1ccccc1)CN1CCN(c2ccccc2)CC1	2	-11	142	106	102	3	101	-12
Cc1c2ccccc2nc2ccccc12	2	-8	80	102	100	3	95	7
COc1nc(-c2cccc([N+](=O)[O-])c2)nc2ccccc12	-5	6	98	114	105	3	104	-3
Cc1ccc(S(=O)(=O)N2CCCCC2C(=O)N2CCN(c3ccccc3F)CC2)cc1 (stereo not drawn)	5	1	94	99	97	-2	101	-6
COc1ccccc1-n1c(C)cc(C=O)c1C	-3	-2	78	99	104	0	107	8
Cc1cn([C@@H](CCCCNC(=O)OC(C)(C)C)C(=O)NCCCCCCCCCCC(=O)N2CCN(C(=O)OC(C)(C)C)CC2)nn1	-8	0	89	100	101	-2	100	3
CCOC(=O)C1CCCCN1Cc1cccc(F)c1 (stereo not drawn)	2	6	91	103	96	-2	97	-2
CC1=CC(c2ccccc2)n2nc(NC(=O)CCCC(=O)O)nc2N1 (stereo not drawn)	0	-4	88	92	95	2	91	-3
Cc1nn(-c2c(Cl)cc(Cl)cc2Cl)c(=O)c2ccccc12	-5	3	68	144	91	1	92	3
Cc1nc2nc[nH]n2c(=O)c1NC(=O)c1cccc(OCC(C)C)c1	2	2	95	100	97	4	103	-1
COc1ccc(CCNC(=O)CN2C(=O)c3ccccc3C2=O)cc1	-8	-8	88	98	96	2	101	5
Cc1ccc(NC(=O)[C@@]2(CC(=O)O)CC(/C=C/c3ccccc3)=NO2)c(C)c1	-4	6	101	94	107	4	106	22
Cc1ccc(NC(=O)C2=CCN(S(=O)(=O)c3ccc(F)cc3)CC2)c(C)c1	5	8	95	98	102	-4	94	-1
O=C(NCc1ccc(F)cc1)c1c2c(nc3ccccc13)CCN(Cc1ccccc1)C2	-4	4	94	101	110	2	102	11
CC(C)[C@H](NC(=O)c1ccccc1)C(=O)OCC(=O)N1CC(=O)Nc2ccccc21	1	-10	94	97	103	0	104	8
O=C1c2ccsc2SCCN1Cc1ccc(Cl)cc1	1	6	90	175*	93	0	94	1
COc1ccc(-c2cnc(N)nc2-c2ccc(OC)cc2O)cc1	-3	4	98	111	102	3	96	-25
CCn1ccnc1CN(C)C(=O)CC1C(=O)NCCN1Cc1c(F)cccc1Cl (stereo not drawn)	4	-3	97	98	97	0	64	24
Cc1ccc(-c2cc(C(=O)NN=C3CCCC3)c3ccccc3n2)cc1	5	-1	104	103	95	34	100	11
COc1ccc(CCc2nc(C)ccc2O)cc1	10&11	3&7	117&100	94&92	98&91	6&5	111&90	-7&-11
COc1ccccc1OCCSc1nc2ccccc2n1CCO	7	5	94	97	96	8	96	3
CCCC(C)NC(=O)C1CCN(C(=O)C2CC(=O)N(c3ccc(C)cc3)C2)CC1 (stereo not drawn)	2	3	95	91	97	-1	98	-318
COC(=O)CCCC1=CC2=CC(=O)C(C)(OC(=O)CCc3ccccc3)C(=O)C2=CO1 (stereo not drawn)	-5	6	101	156*	88	4	88	10
O=C(NCCCc1ccccc1)c1ccc(F)cc1	-2	14	85	101	99	5	104	-6
CN(C)c1ccc(/C=C(\C#N)C(=O)Nc2nc3c(s2)CCN(Cc2ccccc2)C3)cc1	2	1	105	126	98	6	141	-5
CS(=O)(=O)N(CC(=O)N1CCN(c2ccccc2)CC1)C1CCCCC1	0	1	99	u	u	0	u	3
Cc1nn(C(C)c2n[nH]c(=S)n2-c2cccc(Cl)c2)c(C)c1[N+](=O)[O-] (stereo not drawn)	-2	3	89	108	106	1	99	0
Cn1cc(Br)c(C(=O)Nc2c(F)c(F)c(F)c(F)c2F)n1	-7	-7	102	93	97	4	103	0
O=S(=O)(NC1CC1)c1ccc(S(=O)(=O)N2CCCC(c3nc(-c4cccnc4)no3)C2)cc1 (stereo not drawn)	5	-5	99	109	100	4	106	-12&-5
O=C(NNC(=S)Nc1ccc(F)c(Cl)c1)c1ccccc1Br	-6	-2	133	96	114	-1	105	-5
Cc1ccccc1-c1nc(CN2CCC(C(=O)O)CC2)c(C)o1	7	3	96	114	105	-2	108	-8
Cc1ccc(Oc2cc(-n3nc(C)cc3C)ncn2)cc1	-5	2	106	99	99	-6	95	-12
CC(C)C(=O)Nc1ccc(C(=O)NC2CCSC2=O)cc1 (stereo not drawn)	4	5	106	99	101	-1	105	2
Cc1cc2c(cc1S(=O)(=O)NCCc1ccccc1)NC(=O)CO2	6	3	103	81	88	1	79	3
O=C(O)c1c(C(=O)O)c(-c2ccc(Br)cc2)n2c1CSC2	3	-3	111	93	106	2	98	-12

Complete entries, looked up by structure:
O=C(NNC(=S)Nc1ccc(F)c(Cl)c1)c1ccccc1Br as listed: procasp7 counter: -6; proCasp3 act: -2; Yeast superoxide: 133; LAP4-GFP MLPCN: 96; RPL19A TOR yeast: 114; AHR activator: -1; MEP2 TOR yeast: 105; GASC-1 inh: -5
COc1ccccc1OCCSc1nc2ccccc2n1CCO as listed: procasp7 counter: 7; proCasp3 act: 5; Yeast superoxide: 94; LAP4-GFP MLPCN: 97; RPL19A TOR yeast: 96; AHR activator: 8; MEP2 TOR yeast: 96; GASC-1 inh: 3

Other compounds.
SMILES	procasp7 counter	proCasp3 act	Yeast superoxide	LAP4-GFP MLPCN	RPL19A TOR yeast	AHR activator	MEP2 TOR yeast	GASC-1 inh
CCCN1C(=O)C2(OCCO2)c2cc(Cl)ccc21	x	x	93	97	102	x	103	13
NS(=O)(=O)c1ccc(NS(=O)(=O)c2ccc(NC(=O)C3CC3)cc2)cc1	6	-2	99	94	100	0	97	7
COc1ccccc1-c1nnc(NC(=O)c2ccc3ncsc3c2)o1	2	3	105	117	114	49*	110	1
COc1ccc(OCc2nnc(SCC(=O)N3C(C)CCCC3C)o2)cc1 (stereo not drawn)	11	15	99	93	103	0	99	7
COC(=O)c1nn(-c2ccc(-c3ccccc3)cc2)cc1O	6	-1	102	94	87	-10	93	-2
Cc1ccc(S(=O)(=O)NCCC(=O)NCC(c2cccs2)N2CCOCC2)cc1 (stereo not drawn)	0	-5	113	103	96	-2	106	-10
COCCCNC(=S)Nc1ccccc1C	-6	3	91	92	102	-2	105	-1
CCOC(=O)Cc1csc(NC(=O)CSc2cc(Cl)ccc2Cl)n1	0	-8	91	89	102	5	106	-20
CCOC(=O)C1C(=O)NC(SCC(=O)OC)=C(C#N)C1c1ccccc1OCC (stereo not drawn)	-3	5	136	102	101	-2	102	1
Cc1ccc(OCC(=O)NC2CCCC(C)C2C)c([N+](=O)[O-])n1 (stereo not drawn)	6	-6	88	95	94	-1	93	1
CC(=O)N/C(=C\c1cccc([N+](=O)[O-])c1)C(=O)NC1CCCCC1	1	5	92	94	97	5	109	-11
O=C(O)c1ccc(-c2nnn(Cc3ccccc3F)n2)cc1	4	-10	118	122	100	-2	99	85
CCN(CC(=O)Nc1ccc(NC(C)=O)cc1)C(=O)CSCc1c(C)noc1C	10	6	93	103	99	-1	102	13
NC1=NC[C@H](Cc2ccccc2)N1CCc1cc(C(F)(F)F)cc(C(F)(F)F)c1	13	3	99	100	107	1	107	-7
O=C(Nc1ccc(N2CCOCC2)cc1)c1cccnc1	3	-3	107	119	107	0	108	3
CCC(=O)Nc1sc(C(=O)OC)c(C)c1C(=O)OC	-7	-3	106	106	102	2	105	0
C[C@@H](C(=O)N1CCNCC1)n1cc(CCCN=C(N)N)nn1	4	1	x	x	x	-1	x	11
COCCn1nnnc1C(c1ccc(Cl)cc1)N1CCSCC1 (stereo not drawn)	-1	0	100	96	102	-2	98	-3
Cc1nc2ccc(NC(=O)c3ccc(N4C(=O)CCC4=O)cc3)cc2s1	11	-2	101	113	105	0	107	4
